From PubChem
MITF primary = blocks human microphthalmia-associated transcription factor; O75030; AlphaScreen MITF homodimerization, bead proximity signal; inhibition, % at 2.6 µM; 650,000 tested, 0.91% active; AID 1259374; in the data active means inhibition above about 50%;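 further: 0% = vehicle wells with protein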
Target sequence (O75030 whole entry, looked up): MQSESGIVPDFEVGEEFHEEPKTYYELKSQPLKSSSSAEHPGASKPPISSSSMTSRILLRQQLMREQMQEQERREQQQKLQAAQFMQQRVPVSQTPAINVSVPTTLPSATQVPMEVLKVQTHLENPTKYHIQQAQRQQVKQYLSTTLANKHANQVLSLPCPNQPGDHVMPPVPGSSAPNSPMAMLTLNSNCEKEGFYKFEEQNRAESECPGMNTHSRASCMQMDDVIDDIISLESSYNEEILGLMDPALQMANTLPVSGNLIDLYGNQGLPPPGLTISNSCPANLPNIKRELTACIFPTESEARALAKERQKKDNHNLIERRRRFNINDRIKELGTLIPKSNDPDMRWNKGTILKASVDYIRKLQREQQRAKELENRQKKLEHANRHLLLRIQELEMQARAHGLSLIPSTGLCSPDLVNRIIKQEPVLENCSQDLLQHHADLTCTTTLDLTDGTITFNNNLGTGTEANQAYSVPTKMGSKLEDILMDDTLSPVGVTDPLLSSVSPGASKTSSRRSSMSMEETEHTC
GPR151 activ = activators of human GPR151 | 650,000 tested, 1% active | PathHunter beta-arrestin GPR151 cells, luminescence | AID 1508602 | activation, % at 11.2 µM; in the data active means activation above about 4.9%;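 further: 0% = median of compound wells and 100% = cells with positive control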
Target sequence (Q8TDV0 whole entry, looked up): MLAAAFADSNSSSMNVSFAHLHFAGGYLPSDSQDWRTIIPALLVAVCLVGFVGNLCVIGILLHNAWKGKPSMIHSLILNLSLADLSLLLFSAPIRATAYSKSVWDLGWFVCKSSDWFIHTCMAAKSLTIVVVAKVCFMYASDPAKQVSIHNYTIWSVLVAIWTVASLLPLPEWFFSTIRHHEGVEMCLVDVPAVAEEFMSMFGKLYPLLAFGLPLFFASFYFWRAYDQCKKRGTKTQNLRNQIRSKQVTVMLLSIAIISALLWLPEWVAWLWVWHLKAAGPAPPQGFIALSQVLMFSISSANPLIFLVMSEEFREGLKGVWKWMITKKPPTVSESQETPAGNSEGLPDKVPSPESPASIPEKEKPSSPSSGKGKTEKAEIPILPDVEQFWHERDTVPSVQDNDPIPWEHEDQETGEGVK
FBW7 activator = human FBW7 E3 ligase activation, primary screen; Q969H0; 650,000 tested, 0.13% active; AlphaScreen FBW7–phospho-cyclin E peptide binding, activator screen; normalized activity (activation), % at 26.1 µM; in the data active means normalized activity above about 1.9%;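 further: purified mutant Fbw7 with reduced substrate affinity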
TEAD-YAP inh = TEAD-YAP interaction inhibition | inhibition, % at 9.12 µM | 640,000 tested, 1.4% active | AID 1259422 | HEK-TIYL cells, TEAD-Gal4/YAP UAS-luciferase luminescence; in the data active means inhibition above about 32%;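 further: 0% = median of test compound wells and 100% = reference inhibitor wells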
* = called active by the depositor; . = not tested or not shown; & = joins results of further samples.

SMILES	MITF primary	GPR151 activ	FBW7 activator	TEAD-YAP inh
CC(C)(C)c1ccc(CSc2nc(-c3cccs3)cc(-c3ccc(F)cc3)c2C#N)cc1	18	-0.6	0.2	2
CN(C)c1ccc(/C=C2\C(=N)N3N=C(N4CCCC4)SC3=NC2=O)cc1	8	-0.9	0.0	5
COC(=O)c1ccc2c(=O)n(-c3ccc(OC)c(OC)c3)c(=S)[nH]c2c1	11	1.1	0.0	2
CCOC(=O)c1cccc(NC(=O)c2cc3c(s2)-c2ccccc2S(=O)(=O)C3)c1	0	0.6	-0.1	10
Cc1c(C(=O)NC2CCCCC2)sc2ncn(CC(=O)N3CCCC3)c(=O)c12	3	-0.5	0.1	10
COc1ccc(C(C)=O)cc1CSc1nc(NCc2ccc(Cl)cc2)c2ccccc2n1	-13	-0.5	0.1	0
Cc1ccc(Nc2ncnc3c2c(-c2ccccc2)cn3-c2ccc(C)c(Cl)c2)cc1	-4	-1.4	0.3	-6
COc1ccccc1CNS(=O)(=O)c1ccc(F)c(C(=O)Nc2ccc(Cl)cc2C(F)(F)F)c1	-3	0.6	-0.1	-8
Cc1cc(C)c(S(=O)(=O)N(CCc2ccccc2)CC(=O)N2CCN(C)CC2)c(C)c1	2	-0.5	0.6	1
Cc1ccc(-n2[nH]c(C)c(C=Nc3ccc(S(=O)(=O)Nc4ccc(Cl)cc4)cc3)c2=O)cc1C	-9	-3.4	0.1	-6
CCc1cccc(CC)c1N(COC)C(=O)Cn1c(CC)nc2ccccc21	13	-0.6	0.7	-14
CCCCC1CN(CCC(=O)NCCc2ccncc2)Cc2ccccc2O1 (stereo unspecified)	14	2.6	0.0	0
COCCN(C)C(=O)c1sc2ncnc(N3CCCCC3)c2c1C	-7	-1.3	0.0	-1
Cc1ccc(Cl)cc1NC(=O)CSc1nc2ccc(N3C(=O)c4ccc([N+](=O)[O-])cc4C3=O)cc2s1	1	-1.3	0.2	3
COc1cccc(/C=C2/NC(=O)N(c3ccccc3)C2=O)c1O	-11	-7.4	0.1	35*
COc1ccc(N2CC(CNC(=O)c3ccccc3F)CC2=O)cc1 (stereo unspecified)	18	-0.2	0.2	5
C=CCN(C(=O)COc1cc(=O)n(CC)c2ccccc12)c1ccccc1	-10	-0.1	-0.3	0
Cc1ccc(Cc2cnc(NC(=O)C3=NCCN3)s2)cc1Cl	-5	0.5	-0.1	-1
O=C(O)C1CCC(CNCc2cccc(Br)c2)CC1 (stereo unspecified)	1	0.1	-0.1	1
COc1ccccc1C(=O)C(O)c1ccccc1OC (stereo unspecified)	-1	1.7	0.4	-2
CCc1ccc(-n2c(C)nc3cc(C(=O)NCCC4=CCCCC4)ccc32)cc1	-7	0.3	0.0	17
CCOc1ccccc1OCCCN1CCCCC1	32	-0.8	0.3	14
CCOc1ccc(N(CC(=O)NN=C2CCCC2)S(C)(=O)=O)cc1	11	1.6	-0.1	-1
CCc1ccc(-n2c(=S)sc3c(=O)[nH]c(SCc4ccccc4C)nc32)cc1	-22	-0.5	-0.1	-1
COc1ccc(N2CCN(Cc3c(C)n(C)n(-c4ccccc4)c3=O)CC2)cc1	2	1.2	-0.2	8
CCOC(=O)C1=C(O)/C(=C/c2ccc(OCC(=O)O)c(OC)c2)SC1=Nc1ccc(OC)cc1	5	-0.7	-0.1	2
Cc1ccc(N2CCN(c3nc4ccccc4n4c(C)nnc34)CC2)c(C)c1	-1	-1.3	-0.1	-5
Cn1c(C(=O)NCC2Cc3cc(-c4cnccn4)ccc3O2)cc2ccccc21 (stereo unspecified)	-13	2.4	0.1	-18
Cc1cccc(NS(=O)(=O)c2cc(C(=O)N3CCC(C(N)=O)CC3)ccc2C)c1	14	-0.8	0.5	4
CCc1ccc(OCC(=O)Nc2ccc3c(c2)OCO3)c(Br)c1	-6	1.6	0.1	-42
Cc1cccc(/C=C/c2ccccc2)n1	15&-13	-4.2&-1.1	-0.1&0.0	-19
O=C(CCc1ccccc1)Nc1ccnn1C1CCN(C(=O)C2=CCCCC2)CC1	8	3.3	0.4	-18
CCCNc1nc(NC2CCN(Cc3ccccc3)CC2)nc2c1ncn2Cc1ccc(C(F)(F)F)cc1	8	2.5	0.0	12
CS(=O)(=O)N1N=C(c2ccc(Br)cc2)CC1c1cc2ccccc2nc1Cl (stereo unspecified)	8	0.5	0.0	13
CC(C)CCCN1CCC(N(C)Cc2ccco2)CCC1=O (stereo unspecified)	-3	0.1	0.0	3
Cc1ccc(NC(=O)C(Cc2ccccc2)N2C(=O)C3C4C=CC(C4)C3C2=O)cc1 (stereo unspecified)	-13	0.2	0.2	-1
CCOc1ccc(NC(=O)CSc2nc3ccccc3c(=O)n2CCCC(=O)NCc2cccc(Cl)c2)cc1	0	0.8	0.1	1
NS(=O)(=O)c1ccc(CCn2c(SCC(=O)NCc3ccccc3)nc3ccccc3c2=O)cc1	19	-0.4	0.2	27
O=C(NCc1ccccn1)c1cc(S(=O)(=O)N2CCOCC2)ccc1F	-4	0.4	-0.2	0
CN(C)CCN1C(=O)C(O)=C(C(=O)c2cc3ccccc3o2)C1c1ccc(Cl)cc1 (stereo unspecified)	8	-0.3	0.1	5

Reformatted with each value named: two of the compounds above.
> CCc1ccc(-n2c(C)nc3cc(C(=O)NCCC4=CCCCC4)ccc32)cc1
  MITF primary: -7	GPR151 activ: 0.3	FBW7 activator: 0.0	TEAD-YAP inh: 17
> CCOc1ccccc1OCCCN1CCCCC1
  MITF primary: 32	GPR151 activ: -0.8	FBW7 activator: 0.3	TEAD-YAP inh: 14

(listing goes on)
SMILES	MITF primary	GPR151 activ	FBW7 activator	TEAD-YAP inh
COc1ccc(-c2[nH]nc3c2C2(C(=O)Nc4ccc(C)c(Br)c42)C(C#N)=C(N)O3)cc1OC (stereo unspecified)	-15	0.8	-0.1	6
C/C(Cl)=C/CN1C(=O)C2C3c4ccccc4C([N+](=O)[O-])(c4ccccc43)C2C1=O (stereo unspecified)	-8	1.3	0.0	-3
COc1ccc(CCNC(=S)NN2CCOCC2)cc1OC	-25	0.7	-0.2	-9
Cc1ccc(C(=O)N2CCN(CCNC(=O)C(=O)Nc3ccc(F)cc3)CC2)cc1	11	1.0	-0.1	-2
COc1ccc(Cl)cc1N(CC(=O)Nc1cccc([N+](=O)[O-])c1)S(C)(=O)=O	8	-0.8	-0.2	-5
CCC[C@@H]1NC(=O)[C@H]2CN(C(=O)c3ccccc3)CCN2C1=O	8	-1.1	-0.2	-14
COc1cccc(C(=O)NNC(=O)C(=O)NCCO)c1	61*	1.1	1.4	5
COc1ccc(CCNc2oc(COc3ccccc3F)nc2C#N)cc1	-3	0.3	0.0	-12
Cc1cc2c(c(=O)o1)C(c1ccc(Br)o1)C(C#N)=C(N)O2 (stereo unspecified)	7	-0.7	0.4	-2
CCOC(=O)c1c(NC(=O)c2ccc(S(=O)(=O)N(C)C3CCCCC3)cc2)sc2c1CCN(C(C)C)C2	-10	1.8	0.1	-1
C=CCc1c(C)nc2ccccc2c1Cl	-9	-0.3	0.4	-9
O=C(Cc1ccccc1F)N1CC[C@H]2[C@H](CCCN2Cc2ccoc2)C1	-3	0.9	-0.1	3
O=C(/C=C/c1ccc(N2CCOCC2)cc1)c1ccc2c(c1)OCCO2	-6	0.4	0.1	-5
CCOC(=O)NC(C(=O)OC)C(F)(F)F (stereo unspecified)	-13	-0.6	-0.1	1
COc1ccc(OC)c(NC(=O)N2c3ccccc3Sc3ccccc32)c1	1	2.0	0.0	7
COc1ccc(OCC(=O)Nc2sc3c(c2C#N)CCCCC3)cc1	3	0.7	-0.2	1
Nc1nncn1C(=O)Cc1ccc(Cl)cc1	3	1.8	-0.3	-2
NC(=O)CSCc1c(Cl)cccc1Cl	7	0.2	0.0	-12
COc1cc2[nH]c(=S)n(Cc3ccco3)c(=O)c2cc1OC	-3	2.8	0.0	0
CCCNC(=O)OC[C@H]1O[C@H](CCO/N=C(\C)CCN2CCCCc3nc(C)c(C)cc32)C=C[C@@H]1Oc1ccc(OC)cc1	12	0.6	-0.1	.

Some values from above.
FBW7 activator result of Cc1ccc(C(=O)N2CCN(CCNC(=O)C(=O)Nc3ccc(F)cc3)CC2)cc1 → -0.1
MITF primary result of COc1ccc(-c2[nH]nc3c2C2(C(=O)Nc4ccc(C)c(Br)c42)C(C#N)=C(N)O3)cc1OC (stereo unspecified) → -15
TEAD-YAP inh result of COc1ccc(Cl)cc1N(CC(=O)Nc1cccc([N+](=O)[O-])c1)S(C)(=O)=O → -5

Following part:
SMILES	MITF primary	GPR151 activ	FBW7 activator	TEAD-YAP inh
CCCS(=O)(=O)c1c(S(=O)(=O)CCC)c2ccccn2c1C(=O)OC	2	-2.0	0.1	-1
COc1ccc(C(=O)CC(=O)c2ccccc2O)cc1OC	11	-1.6	0.3	-47
CC(C)(C)Nc1nc(NC(C)(C)C)nc(N2CCN(c3ccc4nnnn4n3)CC2)n1	9	-1.0	0.4	-13
COc1ccc(C(=O)OCC2CC2)cc1Br	-1	-1.4	0.1	4
CSc1nc2ccc(NC(=O)c3cccc(F)c3)cc2s1	2	-1.8	-0.1	-85
COc1ccc(CCNc2cc(C)nc(Nc3ccc(C(F)(F)F)cc3)n2)cc1	-3	0.7	-0.1	19
CCN(CC)C(=O)C1CCCN(c2ncc(C(=O)NCCN3CCOCC3)s2)C1 (stereo unspecified)	0	3.9	0.1	-15
Cc1ccc(CN2CCN3C(=O)[C@@H]([C@H](C)O)NC(=O)[C@H]3C2)s1	-12	-0.1	-0.4	-8
CC1=C(C(=O)Nc2ccccc2)C(c2ccccc2)n2nnnc2N1 (stereo unspecified)	11	1.3	0.0	-8
CC(C)c1cc(C(C)C)c(S(=O)(=O)N2CCN(C)CC2)c(C(C)C)c1	9	-1.3	0.5	8
COC(=O)c1ccc(NC(=O)C(C)Sc2nc(C)cc(=O)[nH]2)cc1 (stereo unspecified)	19	0.9	1.0	-1
COc1ccc(/C=N/NC(=O)C(=O)Nc2ccc(C)cc2C)cc1OC	-3	1.2	0.2	-4
O=C1Nc2ccccc2/C1=C/c1cc([N+](=O)[O-])ccc1O	12	0.7	-0.1	7
CCC(CO)NC(=O)/C=C/c1ccc(S(=O)(=O)N2CCOCC2)cc1 (stereo unspecified)	13	-1.1	0.4	-2
Cc1cc(NC(=O)/C(=C/c2ccccc2)c2ccccc2)no1	0	0.4	0.3	0
CCN(CC)C1CCN(C(=O)C2CC(=O)c3sc(NC(=O)c4cccs4)nc3C2)C1 (stereo unspecified)	11	-0.4	0.3	-7
Cn1c(N2CCC(C(=O)NC3CCCC3)CC2)nc2ccccc21	-3	0.6	-0.1	6
O=C1C2C3C=CC(C3)C2C(=O)N1c1ccc(N2CCCC(CO)C2)c([N+](=O)[O-])c1 (stereo unspecified)	5	-0.5	-0.2	6
O=C(CSc1ccc2nnc(-c3cccs3)n2n1)NCc1ccc(F)cc1	6	-0.5	0.1	4
Cc1cc(=O)[nH]c2nnc(SCC(=O)NCc3ccc4c(c3)OCO4)n12	13	-1.7	0.6	8
CC(C)(C)c1csc2ncc(C(=O)Nc3ccccc3)c(=O)n12	9	0.5	0.6	15
c1ccc(Oc2cccc(CN3CCN(Cc4ccco4)CC3)c2)cc1	69*	-1.1	-0.1	-4
COC(=O)C1=C(C(=O)OC)SC(=C2C(=S)C(C)(C)N(C(=O)c3ccc(F)cc3)c3ccccc32)S1	8	1.3	0.1	6
Cc1cc(NC(=O)c2nn3c(C(F)(F)F)cc(-c4ccc(Br)cc4)nc3c2Cl)no1	-4	1.0	0.0	-1
Oc1cc(O)c(C(O)(C(F)(F)F)C(F)(F)F)cc1C(O)(C(F)(F)F)C(F)(F)F	-11	-1.2	0.2	0
CCSc1ccc(-c2sc(-c3ccc(OC)cc3)nc2C)nn1	-5	0.4	-0.1	-55
CC(C)c1cc(NC(=O)CCl)on1	6	0.6	-0.1	3
CCOc1cc(C(=O)N2CCCCC2)ccc1OC	-6	-0.4	-0.1	-4
CC(C)COC(=O)c1ccc(NC(=O)C2C3C=CC(C3)C2C(=O)O)cc1 (stereo unspecified)	20	6.1*	0.4	-30
Cc1nc2sc3c(c2c(=O)n1-n1cccc1)CCCC3	7	5.9*	-0.1	-3
O=C(Nc1cc(Oc2ccc(Br)cc2)cc([N+](=O)[O-])c1)c1cc2nc(-c3ccc(Cl)c(Cl)c3)cc(C(F)(F)F)n2n1	4	0.2	-0.9	-8
COc1ccc(CCNC(=O)CSc2ccc(-c3ccncc3)nn2)cc1	6	-0.9	0.1	8
CC(=O)NC(C(=O)NCC1Cc2cc(C)cc(-c3nc4ccccc4s3)c2O1)C(C)C (stereo unspecified)	5	0.6	-0.1	-10
CCOc1ccccc1NC(=O)C1CCN(C(=O)c2cn(C)nc2OC)CC1	-8	1.3	0.0	7
O=C(Cc1ccccc1)NCc1nnc(SCC(=O)N2N=C(c3cccs3)CC2c2ccc(F)cc2)n1CCc1ccccc1 (stereo unspecified)	2	0.7	0.1	7
C/C(=C\c1ccccc1)c1cc(C(=O)OCC(=O)c2ccc(Br)cc2)c2ccccc2n1	-7	0.7	0.0	-6
CCCOc1ccccc1/C=C1/C(=O)NN(c2ccc(C)cc2)C1=O	6	-1.8	0.1	5

Another view of part of the listing above:
The line under a structure holds: MITF primary, GPR151 activ, FBW7 activator, TEAD-YAP inh
Oc1cc(O)c(C(O)(C(F)(F)F)C(F)(F)F)cc1C(O)(C(F)(F)F)C(F)(F)F
    -11, -1.2, 0.2, 0
CCSc1ccc(-c2sc(-c3ccc(OC)cc3)nc2C)nn1
    -5, 0.4, -0.1, -55
CC(C)c1cc(NC(=O)CCl)on1
    6, 0.6, -0.1, 3
CCOc1cc(C(=O)N2CCCCC2)ccc1OC
    -6, -0.4, -0.1, -4
CC(C)COC(=O)c1ccc(NC(=O)C2C3C=CC(C3)C2C(=O)O)cc1 (stereo unspecified)
    20, 6.1*, 0.4, -30
